# APJ antagonist: APJ receptor antagonism; 330,000 compounds, 0.32% hits; inhibition, % at 20 µM; CHO-K1 APJ beta-arrestin complementation, luminescence; P35414;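 active = inhibition above about 40% at 20 µM, limit read from the data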;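 also: cells challenged with 10 nM apelin-13 agonist together with compound; plate controls were apelin-13 plus DMSO wells for no effect and DMSO wells lacking apelin-13 for full effect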
# CCR6 antag: CCR6 (human) receptor antagonism | inhibition, % at 20 µM | CHO-K1 CCR6 PathHunter beta-arrestin, luminescence, CCL20-stimulated | 340,000 compounds, 0.49% hits;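 active = compounds whose inhibition of the agonist-driven luminescence signal at 20 µM reaches about 50%, limit read from the data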;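 also: cells stimulated with CCL20 at 14 nM final; plate controls were DMSO with CCL20 for no effect and DMSO without agonist for full effect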
# UBC13 polyUb: human UBC13 polyubiquitination inhibition; AID 485273; 330,000 compounds, 0.47% hits; UBC13 polyubiquitin chain formation, TR-FRET; inhibition, % at 20 µM; P61088; in the data active = inhibition above about 45%, passing the limit was not always enough
# Target sequence (P61088 whole entry, looked up): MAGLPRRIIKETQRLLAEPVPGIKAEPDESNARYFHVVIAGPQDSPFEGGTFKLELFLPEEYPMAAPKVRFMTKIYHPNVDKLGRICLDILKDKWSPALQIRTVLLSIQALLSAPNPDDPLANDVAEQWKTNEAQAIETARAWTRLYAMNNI
# Gli-Sufu antag: blocks Gli-Sufu signaling in a luciferase reporter. inhibition, % at 5 µM. 340,000 compounds, 0.74% hits. AID 588413. Sufu-KO-LIGHT fibroblasts, Gli luciferase reporter luminescence;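 active = inhibition above about 55%, limit read from the data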;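 also: 0% = DMSO-treated cells and 100% = wells with medium but no cells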
# CXCR6 block: blocks human CXCR6 beta-arrestin recruitment | CHO-K1 PathHunter CXCR6 beta-arrestin, luminescence | inhibition, % at 20 µM | 360,000 compounds, 0.36% hits | AID 602244; in the data active = inhibition above about 34%, passing the limit was not always enough;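 also: antagonist mode with CXCL16 agonist at 10 nM final; 0% = 10 nM CXCL16 with DMSO and 100% = unstimulated wells without agonist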
# EBI2 block: blocks human EBI2 receptor beta-arrestin signaling | P32249 | EBI2 beta-arrestin recruitment, luminescence, 7a,25-OHC stimulated | inhibition, % at 5 µM | 360,000 compounds, 0.81% hits; in the data active = inhibition above about 38%;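 also: enzyme fragment complementation signal reports receptor beta-arrestin coupling in cells; 0% = agonist plus DMSO wells and 100% = wells without agonist; some results beyond the cut were filed as inactive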
# Target sequence (P32249 whole entry, looked up, the tested form may be a part): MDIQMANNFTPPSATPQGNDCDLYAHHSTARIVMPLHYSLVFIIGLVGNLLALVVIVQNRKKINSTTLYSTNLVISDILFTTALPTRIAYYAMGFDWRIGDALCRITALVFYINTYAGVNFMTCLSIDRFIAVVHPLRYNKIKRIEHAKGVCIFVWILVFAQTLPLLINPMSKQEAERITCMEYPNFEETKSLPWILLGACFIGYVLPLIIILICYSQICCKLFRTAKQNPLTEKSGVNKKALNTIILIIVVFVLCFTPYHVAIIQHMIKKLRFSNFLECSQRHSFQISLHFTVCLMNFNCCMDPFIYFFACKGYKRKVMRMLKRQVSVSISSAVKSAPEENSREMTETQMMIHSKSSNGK
# ATG4B inhibitor: ATG4B (human) cysteine protease inhibition; Q9Y4P1; ATG4B cleavage of LC3-PLA2, NBD-HPC fluorescence, 1 h; 340,000 compounds, 0.51% hits; inhibition, % at 8.33 µM; in the data active = inhibition above about 40%
# Target sequence (Q9Y4P1 whole entry, looked up): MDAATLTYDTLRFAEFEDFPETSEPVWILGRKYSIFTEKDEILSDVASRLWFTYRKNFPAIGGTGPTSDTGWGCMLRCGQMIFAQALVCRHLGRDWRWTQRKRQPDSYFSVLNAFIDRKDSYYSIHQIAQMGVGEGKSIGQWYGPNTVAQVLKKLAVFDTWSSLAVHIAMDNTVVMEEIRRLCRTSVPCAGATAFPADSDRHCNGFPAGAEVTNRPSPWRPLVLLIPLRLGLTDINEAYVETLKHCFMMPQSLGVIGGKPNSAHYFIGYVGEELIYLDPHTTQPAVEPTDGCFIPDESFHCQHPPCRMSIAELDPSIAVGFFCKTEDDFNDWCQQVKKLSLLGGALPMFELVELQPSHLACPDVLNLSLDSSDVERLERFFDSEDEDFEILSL
# APJ agonist: APJ receptor agonism; P35414; AID 2520; activation, % at 20 µM; CHO-K1 APJ PathHunter beta-arrestin, luminescence; 0% DMSO wells, 100% apelin; 330,000 compounds, 0.11% hits;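 active = activation more than six SD over the plate average, tested at 20 µM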;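 also: 0% = DMSO alone and 100% = apelin-13 at 10 nM; some results filed as inactive read as strong as hits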
#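 Test system: CHO-K1 APJ beta-arrestin complementation cell line. Amount: cell density 1000 per well. Controls: DMSO negative, 10 nM Apelin-13 positive. Signal: luminescent beta-gal fragment complementation, chemiluminescent substrate. Read-out basis: agonist-driven arrestin binding to APJ. Timing: compound stimulation 90 min at 25 °C, detection 60 min.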
# An asterisk follows results filed as active; . = no result given. Compounds were not picked by outcome; any-hit rate near 3%.
SMILES,APJ antagonist,CCR6 antag,UBC13 polyUb,Gli-Sufu antag,CXCR6 block,EBI2 block,ATG4B inhibitor,APJ agonist
Cn1cccc1C(=O)C(=O)Nc1ccc(F)c(F)c1,7,15,-4,-61,-5,-9,-7,-3
COc1ccc(N(CCC(=O)O)S(=O)(=O)c2ccc(C)cc2C)cc1,-5,5,1,5,0,-9,-8,-6
N#Cc1ccc(NC(=O)C2CC(c3ccc(F)cc3)=NO2)cc1 (centres undefined),15,-12,12,3,-3,2,-6,-2
O=C(c1ccc(=O)oc1)N1CCOCC1,8,1,-2,-10,6,11,-2,1
COC(=O)CCCC1=CC2=CC(=O)C(C)(OC(=O)c3cccs3)C(=O)C2=CN1Cc1ccccc1 (centres undefined),-77,2,-62,-16,-3,-16,-1,18
O=C(NC1CCCCC1)C1CCC(=O)N(Cc2cccc(C(F)(F)F)c2)C1 (centres undefined),11,10,0,-1,3,2,8,8
CC1(CCC(=O)N2CCCC(Nc3ccc(F)cc3)C2)CC1 (centres undefined),-8,9,-4,1,-11,2,16,-4
Cc1cc(NC(=O)c2ccc(F)cc2)ccc1NC(=O)c1ccco1,-3,2,-7,18,-6,-2,-6,-1
N/C(=N\OC(=O)Cc1ccc([N+](=O)[O-])cc1)c1ccc([N+](=O)[O-])cc1,-45,1,8,15,-21,11,0,-1
COc1ccc(-c2nc(CN3CCN(c4cc(C)nc(C)c4)CC3)c(C)o2)c2ccccc12,12,24,24,5,-11,-2,23,-2
COCCCN(C(C)=O)c1nc(-c2ccccc2)cs1,10,16,-8,-80,10,14,-3,-1
Clc1ccc(-c2nnc3sc(-c4ccc(Br)o4)nn23)cc1,-5,-2,-17,21,-4,7,-5,-2
O=C(Nc1cccc(NC(=O)C2CCCO2)c1)c1ccco1 (centres undefined),-2,7,-4,2,5,10,4,-3
COc1ccc(C2C(C#N)C(C#N)N3CCCN23)cc1 (centres undefined),13,7,-2,2,-1,11,3,-3
COc1ccc(CCNC(=O)C2CCN(S(=O)(=O)N3CC(C)CC(C)C3)CC2)cc1OC (centres undefined),10,-11,-5,7,13,-9,-4,-3
O=[N+]([O-])c1ccc(-c2ccc(/C=N/O)o2)cc1,-20,-7,-3,-16,-7,10,-11,4
O=C1N=C(N2CCN(c3ccccc3)CC2)S/C1=C/c1cccs1,-5,23,-5,-4,9,11,0,0
O=C(NCCOc1ccccc1)c1ccc2n[nH]nc2c1,0,6,-12,-23,0,-6,-6,-2
c1cnc(Nc2nc(-c3ccc4ccccc4c3)cs2)nc1,-8,-8,-12,-89,-5,-3,4,-1
COc1ccc(CNC(=O)CN2C(=O)C(C)N(c3ccc(C)cc3)C2=O)cc1 (centres undefined),-1,9,-4,-14,-3,3,-5,-3
NC(=O)CN(c1ccc([N+](=O)[O-])cc1)S(=O)(=O)c1ccccc1,-12,-3,-8,2,10,-8,1,0
O=C(O)c1ccc(N2CCCCC2)cc1,21,-7,-2,-15,-4,6,-8,-1
CN/N=C/c1ccc(C#N)cc1,7,-3,-2,4,-2,-5,-2,-3
CC1CCN(S(=O)(=O)N2CCC(C(=O)NCCC3=CCCCC3)CC2)CC1,-14,2,10,-3,5,6,0,-4
COc1ccc(NC(=O)CC(C)n2ccnc2)cc1 (centres undefined),4,-2,11,-15,-4,1,2,-3
# (cont.)
SMILES,APJ antagonist,CCR6 antag,UBC13 polyUb,Gli-Sufu antag,CXCR6 block,EBI2 block,ATG4B inhibitor,APJ agonist
O=C(C(Cl)c1ccccc1)N1CCCC1 (centres undefined),13,0,0,35,11,-28,-1,-2
CC(C)NC(=O)Nc1ccc2c(c1)C(=O)N([C@H](C)CO)C[C@@H](C)[C@@H](CN(C)C(=O)NC1CCCCC1)O2,0,10,-6,1,1,-15,-8,0
COC(=O)C(Cc1ccccc1)NC(=O)c1ccc(NS(=O)(=O)c2ccc3[nH]c(=O)[nH]c3c2)cc1 (centres undefined),-71,1,-24,-4,6,-2,-2,-1
COc1ccccc1NC(=O)CN1CCN(S(=O)(=O)c2ccc(Br)cc2)CC1,.,9,.,4,-2,9,-1,.
O=C(NC1CCCCC1)c1cccc2c1C(=O)c1ccc(N3CCC(Cc4ccccc4)CC3)cc1S2(=O)=O,2,5,-47,-7,6,-11,-6,3
CCCC12CN3CCN(CC(C3)/C1=N\NC(=O)c1ccc(F)cc1)C2,5,8,1,-5,-10,-14,-3,-2
CCCn1c(CCC(=O)Nc2ccccc2Cc2ccccc2)nc2cc(S(=O)(=O)N3CCOCC3)ccc21,-8,-16,-4,6,8,9,6,-4
C/C(CC(=O)NCc1ccco1)=N\NC(=O)COc1ccc(C)cc1,-8,8,-11,-5,-11,4,4,1
CC1(C)Cc2nc3oc4c(=S)nc[nH]c4c3cc2CO1,9,2,-23,-19,4,-13,5,1
COC(=O)c1c(C)[nH]c(C(=O)/C=C/c2cccc(Cl)c2)c1C,0,9,4,-58,11,-8,-5,-1
CC1=C(C(=O)Nc2cccnc2)C(c2cccnc2)n2nc(-c3cccs3)nc2N1 (centres undefined),14,6,-12,-5,7,-6,-7,2
O=C(O)c1ccc(N=NN2CCCCCC2)cc1,4,-6,-21,-40,-6,-1,-3,0
COc1cc(NC(=O)C2CCCCC2)c(OC)cc1NC(=O)CN1CCCCC1,9,-6,8,6,-8,-1,0,-2
Cc1ccc(S(=O)(=O)Nc2ccccc2F)cc1C(=O)NCc1ccco1,3,5,7,-7,4,-20,-7,-1
COc1ccc2cc(C3(C)NC(=O)N(CC(=O)NCc4ccco4)C3=O)ccc2c1 (centres undefined),3,0,-6,3,1,-6,-18,-1
O=C(Nc1cnn(C23CC4CC(CC(C4)C2)C3)c1)c1cc(-c2ccccc2)on1,-30,19,-4,0,2,63*,-17,0
CCCCc1c(C)nc2cc(-c3ccco3)[nH]n2c1=O,1,-9,-4,-25,2,-4,-3,-1
C(=N\Nc1nc(Nc2ccccc2)nc(Nc2ccccc2)n1)/c1ccncc1,-11,1,-2,-5,-13,4,-7,-2
CCc1nnc(NS(=O)(=O)c2ccc(N3C(=O)c4ccccc4C3=O)cc2)s1,2,3,0,-12,8,-5,-1,-3
COc1ccccc1-n1ccnc1SCC(=O)NCc1ccco1,2,-4,-7,-14,-4,-6,-14,1
Cc1nn(CC(=O)N2CCC(N3CCCCC3)CC2)c(=O)c2c1sc1ccccc12,4,17,9,15,2,-4,-7,-14
CC(C)c1ccc(NC(=O)c2cc(S(=O)(=O)NCC3COc4ccccc4O3)ccc2F)cc1 (centres undefined),-8,24,5,8,0,-11,27,0
Cc1cc(C)c2c(CCl)cc(=O)oc2c1,-15,-4,6,-3,-12,-8,0,2
NC(=O)CSc1cn(Cc2ccccc2)c2ccccc12,5,11,7,-1,2,3,11,-3
CC(C)C(=O)Nc1ccccc1N1CCN(S(C)(=O)=O)CC1,-5,-5,9,4,2,3,-15,-1

# 3 compounds from above, sorted by molar mass, falling:
SMILES,APJ antagonist,CCR6 antag,UBC13 polyUb,Gli-Sufu antag,CXCR6 block,EBI2 block,ATG4B inhibitor,APJ agonist
CC(C)c1ccc(NC(=O)c2cc(S(=O)(=O)NCC3COc4ccccc4O3)ccc2F)cc1 (centres undefined),-8,24,5,8,0,-11,27,0
CC1=C(C(=O)Nc2cccnc2)C(c2cccnc2)n2nc(-c3cccs3)nc2N1 (centres undefined),14,6,-12,-5,7,-6,-7,2
C/C(CC(=O)NCc1ccco1)=N\NC(=O)COc1ccc(C)cc1,-8,8,-11,-5,-11,4,4,1

# As entered above.
# Cc1ccc(S(=O)(=O)Nc2ccccc2F)cc1C(=O)NCc1ccco1 @ UBC13 polyUb = 7
# CC(C)c1ccc(NC(=O)c2cc(S(=O)(=O)NCC3COc4ccccc4O3)ccc2F)cc1 (centres undefined) @ CCR6 antag = 24
# NC(=O)CSc1cn(Cc2ccccc2)c2ccccc12 @ APJ antagonist = 5
# O=C(C(Cl)c1ccccc1)N1CCCC1 (centres undefined) @ EBI2 block = -28
# CC1(C)Cc2nc3oc4c(=S)nc[nH]c4c3cc2CO1 @ APJ agonist = 1
# CC1=C(C(=O)Nc2cccnc2)C(c2cccnc2)n2nc(-c3cccs3)nc2N1 (centres undefined) @ Gli-Sufu antag = -5
# O=C(O)c1ccc(N=NN2CCCCCC2)cc1 @ ATG4B inhibitor = -3

# Printed as active in EBI2 block (from the list above):
SMILES | APJ antagonist | CCR6 antag | UBC13 polyUb | CXCR6 block | EBI2 block | ATG4B inhibitor | APJ agonist
O=C(Nc1cnn(C23CC4CC(CC(C4)C2)C3)c1)c1cc(-c2ccccc2)on1 | -30 | 19 | -4 | 2 | 63* | -17 | 0

# Next records.
SMILES,APJ antagonist,CCR6 antag,UBC13 polyUb,Gli-Sufu antag,CXCR6 block,EBI2 block,ATG4B inhibitor,APJ agonist
CCn1c2ccccc2c2nc3cc(OC)c(OC)cc3nc21,-6,16,7,-44,6,22,-31,2
COc1ccc(S(=O)(=O)N2Cc3ccccc3CC2C(=O)N2CCOCC2)cc1OC (centres undefined),-18,8,5,-4,-1,7,-11,-3
O=C(NC1CCCC1)C1CCCN1S(=O)(=O)c1cccc2cccnc12 (centres undefined),-20,3,-5,-6,5,-3,-8,2
Cc1ccc(C(=O)NCC(=O)NCc2ccccc2F)s1,-8,-6,4,-7,-1,-11,-1,0
CCOc1ccccc1NS(=O)(=O)c1ccc2oc(=O)ccc2c1,7,14,4,10,-12,-6,-3,-1
COc1ccccc1C(CNC(=S)NCc1ccccc1)N1CCCC1 (centres undefined),33,5,13,-6,4,3,-3,-2
Cc1cnc(C(=O)N2CCCC(C(=O)c3ccc(Cl)cc3C)C2)cn1 (centres undefined),4,13,-5,5,-3,0,-3,-1
O=C(CC1CCCC1)Nc1ccc(Cl)c(S(=O)(=O)N2CCOCC2)c1,8,1,16,-15,-18,8,0,2
COc1ccc(S(=O)(=O)NCc2ccc(C(=O)N3CCN(c4ccccn4)CC3)cc2)cc1,4,-30,1,0,-1,5,-6,2
COc1ccc(C(=O)N2CCCCCC2)cc1OC1CCN(C(C)=O)CC1,1,14,4,-5,-6,3,4,-4
COc1cc(NC(=O)Nc2cccc(Cl)c2)c(OC)cc1NC(=O)CN1CCCCC1,-7,8,25,21,4,14,-2,-1
Nc1cccc2c1C(=O)N(C(=O)c1ccco1)C2=O,21,5,16,11,-2,3,-5,-2
Cc1nn(C)c(C(=O)NNC(=S)NC2CCCCC2)c1Br,13,-12,-10,-8,9,-6,0,-4
Cc1ccc(NC(=O)COC(=O)Cn2cnc3c2c(=O)n(C)c(=O)n3C)cc1F,-15,-1,1,-2,-9,-5,4,4
Cc1cccc2c(N=NC(=O)C(C)n3cnc4ccccc4c3=O)c(O)[nH]c12 (centres undefined),25,5,-30,-44,-1,1,6,-2
CCCc1c(C(=O)Nc2ccc(F)cc2C)cnn1-c1ccccc1,2,3,5,-4,-7,3,-6,-4
Cc1ccc(S(=O)(=O)NCC2CCC(C(=O)NCc3ccco3)CC2)cc1 (centres undefined),8,-8,-3,-18,-8,-3,4,-3

# High-throughput results: PubChem, Sanford-Burnham Center for Chemical Genomics
